High-throughput results as filed in PubChem BioAssay.
dFosB act = activators of mouse delta FosB homodimer. activation, % at 25 µM. purified delta FosB, TAMRA-CDK5 oligo fluorescence polarization; percent of positive-control signal above neutral wells. P13346. actives 0.99% (n = 340,000). AID 493131;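 active means mean activation above about 17%, with every replicate also reaching it, limit read from the data, passing the limit was not always enough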;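 further: fluorescence polarization rise as delta FosB binds a TAMRA Cdk5 AP-1 oligo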
Target sequence (P13346 whole entry, looked up): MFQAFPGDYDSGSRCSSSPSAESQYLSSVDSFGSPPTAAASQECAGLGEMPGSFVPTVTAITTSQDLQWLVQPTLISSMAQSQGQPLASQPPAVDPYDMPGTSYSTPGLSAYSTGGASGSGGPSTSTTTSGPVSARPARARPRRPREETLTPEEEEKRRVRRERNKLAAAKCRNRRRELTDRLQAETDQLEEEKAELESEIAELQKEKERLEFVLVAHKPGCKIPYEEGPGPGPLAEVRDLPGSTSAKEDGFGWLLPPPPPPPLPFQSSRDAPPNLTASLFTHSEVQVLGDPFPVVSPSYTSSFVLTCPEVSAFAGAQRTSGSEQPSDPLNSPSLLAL
Rtt109 HAT inh = C. albicans Rtt109 histone acetyltransferase inhibition. Q5AAJ8. purified Rtt109/Vps75, ThioGlo CoA-SH fluorescence, 4 h. inhibition, % at 34.9 µM. actives 0.16% (n = 330,000). AID 540336;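 active means inhibition of at least 50% in every replicate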
NSD2 inh = blocks human histone methyltransferase NSD2; inhibition, % at 12.5 µM; actives 0.54% (n = 310,000); NSD2 peptide methylation, AlphaScreen, 120 min; in the data active means inhibition above about 50%
Cardiac RTF inh = cardiac RTF calcium desensitization. IANBD-labeled cardiac RTF, Ca2+ fluorescence. actives 0.12% (n = 340,000). inhibition, % at 7.15 µM. AID 493244. P19429+P45379;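 active means inhibition above the mean inhibition of all tested compounds plus 3 SD, cut at about 17% in these data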;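 further: assay run at fixed EC70 calcium of 1.6 mM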
Keap1 Nrf2 FP = disrupts human Keap1 binding to Nrf2 peptide; inhibition, % at 9.4 µM; Keap1 Kelch-Nrf2 peptide fluorescence polarization, 1536-well; actives 0.15% (n = 340,000); AID 504523; Q14145; in the data active means inhibition above about 12%;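 further: human Keap1 Kelch domain with fluorescein labeled Nrf2 9mer peptide probe; 0% = neutral control wells and 100% = peptide positive control; higher means more block of Keap1 binding to Nrf2 peptide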
PvdQ acylase = blocks Pseudomonas aeruginosa PvdQ acylase activity. purified PvdQ acylase, fluorescence plate reader. inhibition, % at 10 µM. actives 0.063% (n = 340,000); in the data active means inhibition above about 30%, passing the limit was not always enough;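 further: 0% = vehicle neutral wells and 100% = reference inhibitor wells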
CDK5 inh = inhibitors of human CDK5/p35 kinase. Q00535+Q15078. inhibition, % at 10 µM. Recombinant CDK5/p35, ADP-Glo luminescence, 60 min. actives 0.01% (n = 330,000). AID 488839;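 active means highest replicate inhibition of at least 50% and at least 75% of replicates reaching 50%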;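 further: plate controls were DMSO neutral control for no effect and GW8510 at 10 µM for full effect; many of its hits are not listed in these tables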
Target sequence (Q00535 whole entry, looked up): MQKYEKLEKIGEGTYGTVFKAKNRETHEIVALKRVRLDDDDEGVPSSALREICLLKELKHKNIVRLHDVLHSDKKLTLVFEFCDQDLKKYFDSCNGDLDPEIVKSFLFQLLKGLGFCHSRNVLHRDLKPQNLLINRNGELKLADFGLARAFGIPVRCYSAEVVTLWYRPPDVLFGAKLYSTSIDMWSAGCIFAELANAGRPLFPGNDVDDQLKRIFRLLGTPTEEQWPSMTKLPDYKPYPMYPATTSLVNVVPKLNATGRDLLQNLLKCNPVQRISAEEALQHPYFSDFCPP
Target sequence (Q15078 whole entry, looked up): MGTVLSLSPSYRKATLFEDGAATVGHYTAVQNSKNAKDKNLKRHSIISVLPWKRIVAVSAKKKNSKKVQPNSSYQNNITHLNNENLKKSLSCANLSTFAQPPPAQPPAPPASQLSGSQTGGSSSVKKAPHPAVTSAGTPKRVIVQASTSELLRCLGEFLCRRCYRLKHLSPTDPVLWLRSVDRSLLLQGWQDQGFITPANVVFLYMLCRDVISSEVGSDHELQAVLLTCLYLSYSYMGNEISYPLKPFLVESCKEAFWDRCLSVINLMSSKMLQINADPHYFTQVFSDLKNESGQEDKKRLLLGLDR
LANA DNA inh = inhibitors of KSHV LANA C-terminal domain DNA binding | MBP-C-LANA/FAM-LBS DNA binding, fluorescence polarization | inhibition, % at 9 µM | actives 0.078% (n = 340,000) | AID 504423;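 active means highest replicate inhibition at or above 60% at 9 µM, even if other replicates fall short; inactive means all replicates below 60% inhibition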;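 further: 0% = neutral control wells and 100% = 4 µM acridine orange control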
SUMO Mot1 rescue = inhibitors of SUMOylation pathway: yeast Mot1-301 growth rescue | S. cerevisiae Mot1-301 growth rescue, ATP luminescence, 38.5C; percent above DMSO median, 100 means doubled | growth rescue, % at 18.8 µM | actives 1% (n = 320,000) | AID 2716;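 active means every valid replicate shows activation above 250% relative to neutral control wells; inactive means the rest, any valid replicate at or below 250%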;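 further: OY570 slx delta 5 strain wells were the positive control but not used for scaling; some compounds called inactive have numbers as strong as hits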
PfHsp90 yeast 2 = reduces growth (ATP signal) of yeast expressing P. falciparum Hsp90. inhibition, % at 9.4 µM. AID 504621. S. cerevisiae expressing PfHsp90, BacTiter-Glo ATP, 48 h; yeast lacking PDR1 and PDR3 efflux regulators. actives 0.32% (n = 310,000);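 active means every replicate shows inhibition above about 80%, whatever the replicate mean, limit read from the data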;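 further: 0% = DMSO neutral controls and 100% = 20 µM radicicol positive controls; yeast relying on Plasmodium falciparum Hsp90 in place of its own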
RTF Ca sens act = cardiac RTF calcium sensitization; P19429+P45379; IANBD-labeled TnC RTF fluorescence at EC20 calcium; 0% EC20 calcium, 100% full calcium; activation, % at 7.2 µM; actives 0.24% (n = 340,000);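 active means activation above the mean over all tested compounds plus 3 SD, cut at about 30% in these data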;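 further: rise in fluorescence read as greater calcium sensitivity of cardiac thin filaments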
An asterisk follows results filed as active; · = not tested or not shown.

SMILES	dFosB act	Rtt109 HAT inh	NSD2 inh	Cardiac RTF inh	Keap1 Nrf2 FP	PvdQ acylase	CDK5 inh	LANA DNA inh	SUMO Mot1 rescue	PfHsp90 yeast 2	RTF Ca sens act
O=C(Nc1ccc(Br)cc1)c1cccc(N2C(=O)C3C4C=CC(C4)C3C2=O)c1 (stereo not given)	-13	12	-2	-13	-2	-14	0.6	-2.0	-17	-4	1
Cc1ccc(-c2ccc(/C=C3\SC(N4CCOCC4)=NC3=O)o2)cc1	-45	10	3	-5	-14	-7	0.0	-0.5	-8	-96	-1
O=C(NCc1cccc(F)c1)c1cccc2c1C(=O)c1ccc(N3CCOCC3)cc1S2(=O)=O	1	-8	·	-6	-3	8	0.7	1.3	-20	-12	-1
O=C(Nc1cccc2ncccc12)c1cc(Br)ccc1Cl	12	6	0	0	-2	11	1.3	-1.3	4	7	-3
CC(=O)N(C)C1=C(N2CCOCC2)C(=O)c2ccccc2C1=O	0	1	98*	10	3	1	2.6	0.7	13	2	0
CC(C)CC1NC(=O)N(Cc2nc3ccccc3s2)C1=O (stereo not given)	-8	-10	·	0	2	-6	4.4	0.8	-5	-30	3
O=C(CN1c2ccccc2Sc2ccccc21)N/N=C/c1ccc(Cl)cc1	-5	-7	0	·	-1	-8	1.3	-0.7	7	-20	·
COc1ccc(/C(C)=N/OCC(=O)N=Nc2c(O)[nH]c3ccc(Br)cc23)cc1	-4	3	-2	8	-3	-2	-2.2	1.7	-14	5	-3
COc1cc2[nH]c(-c3cccc(F)c3)cc(=O)c2cc1OC	10	-1	·	3	4	-5	0.2	-0.4	-6	-20	0
CCOc1ccc(S(=O)(=O)N/N=C2/CC(c3ccccc3)Oc3ccccc32)cc1 (stereo not given)	-5	8	4	-7	2	-7	0.2	1.6	·	-19	0
COc1ccccc1-n1c(CCn2nc(C)c(Br)c2C)n[nH]c1=S	2	-8	0	-4	-1	-1	-0.6	1.8	-14	11	5
Cc1ccc(S(=O)(=O)N2CCN(C(=O)c3cc4c(s3)CCCC4)CC2)c(C)c1	-7	-4	1	-1	-8	-9	-1.6	0.5	7	12	-1
CC(=O)Oc1ccc(-c2csc(Nc3ccc(Cl)cn3)n2)cc1	-5	-5	0	4	-5	-11	1.6	2.0	12	-65	-6
CC(=O)Nc1cc2c(cc1Cl)-c1ccccc1C2	4	-12	-5	-4	-3	-10	-1.6	2.3	·	12	15
CCCc1nnc(NC(=O)c2ccc(N3C(=O)C4C5C=CC(C5)C4C3=O)cc2)s1 (stereo not given)	-1	-2	-2	1	-5	-8	1.4	-0.6	96	-2	1
CCOC1OC(=O)C(Cl)=C1Nc1ccc(C)cc1 (stereo not given)	-13	-2	-1	-6	-2	-10	-3.4	-0.8	9	-7	10
Oc1cccc(NC(=S)Nc2ccccc2)c1	-8	5	·	-3	1	-11	0.2	-3.7	6	2	4
O=C(NNC(=O)C1CCN(c2ncccn2)CC1)c1ccc(Cl)cc1	-2	·	-3	5	-1	-1	0.7	-1.7	·	-13	-2
COC(=O)C1(Cc2ccccc2)NC(c2ccccc2C)C2C(=O)N(c3ccc4c(c3)OCO4)C(=O)C21 (stereo not given)	-5	4	0	-2	-1	-16	1.0	-2.3	-5	-6	1
COc1ccc(NS(=O)(=O)c2ccc(C(=O)NCC3(N4CCOCC4)CCCCC3)cc2)cc1	-9	10	1	4	-9	-1	-4.9	-1.7	14	·	1
O=C(O)C1CN(c2ncccc2[N+](=O)[O-])C1	-3	3	0	-7	-5	-12	1.1	-0.8	-11	20	5
O=C(N/C(=C/c1ccc(Cl)cc1)C(=O)N1CCCCC1)c1ccco1	-7	3	1	-1	-3	-11	-0.8	-1.4	-3	-5	-3
CCc1ccc(NC(=O)N(CCCN2CCOCC2)Cc2cccs2)cc1	-7	12	·	-4	0	-6	-1.2	0.6	221	12	-3
Cc1c(C(=O)Nc2cccc(Cl)c2)cn2c(nc3ccccc32)c1C#N	9	-8	-2	-4	-1	9	0.1	2.5	7	3	3
COc1cc2c(c(OC)c1OC)C(c1ccc(O)cc1)CC(=O)O2 (stereo not given)	1	6	·	-1	-2	-15	1.5	-1.7	·	-8	-2
Cc1cccc2sc(NC(=O)CCNS(=O)(=O)c3cccc4nonc34)nc12	0	-3	·	4	3	8	0.7	-2.0	76	-4	-4
COc1ccc(NC(=O)N2CCCC2C(=O)NCc2cccs2)cc1 (stereo not given)	1	-1	-4	-1	2	-8	0.3	1.1	22	-5	-4
CC(=O)c1ccccc1NC(=O)COC(=O)C1CCCN1S(=O)(=O)c1ccccc1F (stereo not given)	-6	3	-4	-3	-7	-16	-2.3	1.2	-2	8	1
CN1CCN(NC(=O)c2ccc(F)cc2)CC1	-4	2	1	0	-2	12	1.0	-0.7	18	-4	-5
Oc1ccccc1C1=Nc2ncnn2C(c2ccc(F)cc2)C1 (stereo not given)	-7	-12	1	1	-8	-8	1.9	-0.7	9	4	-5
Cc1ccc(C(=O)NN2CCOCC2)cc1[N+](=O)[O-]	1	-3	-1	2	1	4	1.0	-0.4	-32	-13	1
O=c1c(-c2ccccc2)c(O)cc(-c2ccncc2)n1-c1ccc(Cl)cc1	4	-7	-1	-3	3	2	0.4	-0.6	17	-7	-7
COCCN(Cc1cc2c(C)cc(C)cc2nc1Cl)C(=O)c1ccccc1F	-12	-2	2	1	0	-10	-4.3	-0.9	-9	7	-2
Cn1c(SCc2cccc(Br)c2)nc2c1c(=O)[nH]c(=O)n2C	6	-16	-4	-6	-3	-14	1.6	0.3	-5	-1	-1
O=C(Nc1ccon1)c1ccc(Br)s1	2	-8	1	-6	-2	-2	-1.6	-0.3	-7	1	0
COc1ccc(CN(CC(O)COCc2ccccc2)S(=O)(=O)c2ccccc2Br)cc1 (stereo not given)	-12	1	·	-2	-1	8	2.1	-0.5	·	8	-7
Cc1ccc2c(c1)c1c3n2CCN(CCC(=O)O)C3CCC1 (stereo not given)	-2	-4	1	1	3	-6	-1.1	-0.3	17	5	-8
CC1SC(c2cccc(Cl)c2)NC1=O (stereo not given)	5	-7	0	-4	0	-9	-0.7	-0.6	13	7	3
CN(CCc1ccccn1)C(=O)CCC1CCCN(C(=O)CN2CCCCCC2)C1 (stereo not given)	-14	10	-3	-24	-4	-5	1.0	0.4	-3	-3	2
Cc1nnc(SCC(=O)c2ccc([N+](=O)[O-])cc2)s1	0	0	-2	0	1	-11	0.5	-0.8	8	12	1
Cc1ccc(S(=O)(=O)NCC2CCC(C(=O)NCc3ccccn3)CC2)cc1 (stereo not given)	-13	-1	·	-4	-2	-20	-1.1	-0.7	4	-6	0
CSc1ccc(CN(C)CC(=O)Nc2ccccc2C(=O)NC2CC2)cc1	-11	5	2	-3	-2	-8	-0.9	0.2	-4	1	1
CC(=O)N[C@@H](CC(=O)O)C(=O)O	1	-5	·	9	-6	-26	-5.3	-1.5	-7	-9	10
O=C(OCCCN=C1NS(=O)(=O)c2ccccc21)c1ccccc1F	-2	-3	0	-2	0	-11	-2.9	-0.8	404	·	0
Cc1cc2cccc(C)c2nc1SCC(=O)NCC1CCCO1 (stereo not given)	-4	2	6	3	-2	-16	-3.5	-3.4	-3	-17	0
COCCNc1nc(-c2cc3ccccc3o2)cs1	1	-8	0	7	-2	-8	0.1	1.0	-12	0	-2
NS(=O)(=O)c1cc2c(cc1Cl)NC(CC1CCCC1)NS2(=O)=O (stereo not given)	-8	1	-1	-5	-3	-18	-0.9	1.1	23	0	3
COc1cc(NC(=S)Nc2ccccn2)cc(OC)c1	-2	-5	2	4	3	-6	2.4	0.7	-4	13	3
O=C(Cn1nc(Cl)nc1Cl)c1ccccc1	3	-5	-2	-4	5	1	0.3	-0.7	-1	7	0
Cc1ccc(Nc2nc(N)nc(CSC(=S)N3CCN(c4ccccc4)CC3)n2)cc1	2	-2	-3	4	2	1	-0.4	0.5	11	21	-6
C[C@H](CO)N1C[C@H](C)[C@@H](CN(C)C(=O)NC2CCCCC2)Oc2ccc(NC(=O)Cn3cnnn3)cc2C1=O	3	8	·	-2	0	-6	-0.7	0.5	-4	-5	8
COc1ccc2cc(S(=O)(=O)N3CCCC3)ccc2c1	-1	2	-1	-4	3	-14	2.6	1.5	251	-15	-2

4 entries out of the list above, sorted by the number in Keap1 Nrf2 FP, ascending:
structure | Keap1 Nrf2 FP
CC(=O)N[C@@H](CC(=O)O)C(=O)O | -6
COCCNc1nc(-c2cc3ccccc3o2)cs1 | -2
O=C(OCCCN=C1NS(=O)(=O)c2ccccc21)c1ccccc1F | 0
COc1ccc2cc(S(=O)(=O)N3CCCC3)ccc2c1 | 3

Laid out differently: four of the compounds above.
Cc1cc2cccc(C)c2nc1SCC(=O)NCC1CCCO1 (stereo not given)
- dFosB act = -4
- Rtt109 HAT inh = 2
- NSD2 inh = 6
- Cardiac RTF inh = 3
- Keap1 Nrf2 FP = -2
- PvdQ acylase = -16
- CDK5 inh = -3.5
- LANA DNA inh = -3.4
- SUMO Mot1 rescue = -3
- PfHsp90 yeast 2 = -17
- RTF Ca sens act = 0
COCCNc1nc(-c2cc3ccccc3o2)cs1
- dFosB act = 1
- Rtt109 HAT inh = -8
- NSD2 inh = 0
- Cardiac RTF inh = 7
- Keap1 Nrf2 FP = -2
- PvdQ acylase = -8
- CDK5 inh = 0.1
- LANA DNA inh = 1.0
- SUMO Mot1 rescue = -12
- PfHsp90 yeast 2 = 0
- RTF Ca sens act = -2
NS(=O)(=O)c1cc2c(cc1Cl)NC(CC1CCCC1)NS2(=O)=O (stereo not given)
- dFosB act = -8
- Rtt109 HAT inh = 1
- NSD2 inh = -1
- Cardiac RTF inh = -5
- Keap1 Nrf2 FP = -3
- PvdQ acylase = -18
- CDK5 inh = -0.9
- LANA DNA inh = 1.1
- SUMO Mot1 rescue = 23
- PfHsp90 yeast 2 = 0
- RTF Ca sens act = 3
COc1cc(NC(=S)Nc2ccccn2)cc(OC)c1
- dFosB act = -2
- Rtt109 HAT inh = -5
- NSD2 inh = 2
- Cardiac RTF inh = 4
- Keap1 Nrf2 FP = 3
- PvdQ acylase = -6
- CDK5 inh = 2.4
- LANA DNA inh = 0.7
- SUMO Mot1 rescue = -4
- PfHsp90 yeast 2 = 13
- RTF Ca sens act = 3
